M5 ag = CHRM5 agonism in calcium assay. 0.19% of 360,000 active. AID 624037. activation, % at 3 µM. CHO-K1 hM5 cells, Fluo-8 calcium fluorescence; 0% DMSO wells, 100% maximal acetylcholine response;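 active means activation above the run's mean over test compounds plus 3 SD, cut at about 23% in these data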;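 further: signal is peak over basal fluorescence ratio across the kinetic read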
Target sequence (P08912 whole entry, looked up): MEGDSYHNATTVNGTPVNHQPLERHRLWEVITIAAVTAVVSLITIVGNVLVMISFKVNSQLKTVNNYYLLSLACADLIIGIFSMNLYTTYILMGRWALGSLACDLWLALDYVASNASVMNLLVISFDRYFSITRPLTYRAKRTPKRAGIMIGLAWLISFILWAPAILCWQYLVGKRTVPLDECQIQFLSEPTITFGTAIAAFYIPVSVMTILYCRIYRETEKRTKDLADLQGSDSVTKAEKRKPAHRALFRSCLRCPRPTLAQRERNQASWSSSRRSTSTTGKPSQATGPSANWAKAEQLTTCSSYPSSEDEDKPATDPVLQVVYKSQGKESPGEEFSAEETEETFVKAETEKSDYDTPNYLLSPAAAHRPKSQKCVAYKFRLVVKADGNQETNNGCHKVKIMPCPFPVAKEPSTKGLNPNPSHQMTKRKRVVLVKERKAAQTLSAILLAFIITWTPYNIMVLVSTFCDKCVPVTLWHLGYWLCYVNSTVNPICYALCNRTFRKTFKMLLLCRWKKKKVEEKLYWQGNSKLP
CRFBP-R2 agonist = agonists of human CRF-binding protein/CRF-R2 receptor complex; 0.46% of 350,000 active; activation, % at 13.2 µM; HEK293 CRF-R2/CRF-BP, calcium dye fluorescence (FLIPR); percent of saturating CRF peptide response;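 active means activation of at least 50%, plus an integration ratio under a set limit after plate pattern correction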;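 further: plate controls were neutral control wells without compound for no effect and CRF at EC100 for full effect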
M4 PAM = CHRM4 positive allosteric modulation; P08173; CHO-K1 hM4/Gqi5, Fluo-8 calcium fluorescence, ACh EC20; 0% = ACh EC20, 100% = maximal ACh; activation, % at 3 µM; 0.4% of 360,000 active; AID 624126;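 active means activation above its plate's cutoff, the mean activation of sample wells plus 3 SD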; further: some results filed as inactive read as strong as hits
M1 PAM parental = M1 PAM counterscreen hit in parental CHO-K1 cells. ATP EC20, Fluo-8 calcium fluorescence; 0% at ATP EC20, 100% at ATP max. activation, % at 3 µM. 0.02% of 360,000 active. AID 602247;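 active means activation above the run cutoff, the mean activation of all test compounds plus 3 SD, cut at about 40% in these data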;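 further: peak over basal fluorescence ratio in a 140 s read after ATP addition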
TAAR1 antag = antagonists of human TAAR1; Q96RJ0; CHO RD-HGA16 TAAR1, Fluo-8 calcium fluorescence, antagonist; inhibition, % at 3 µM; 1.5% of 360,000 active; AID 624466;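 active means inhibition above a per-plate cutoff, the mean inhibition of test compounds on that plate plus 3 SD, cut at about 49% in these data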;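 further: 0% = DMSO plus EC80 beta-PEA response and 100% = DMSO alone without agonist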
Target sequence (Q96RJ0 whole entry, looked up): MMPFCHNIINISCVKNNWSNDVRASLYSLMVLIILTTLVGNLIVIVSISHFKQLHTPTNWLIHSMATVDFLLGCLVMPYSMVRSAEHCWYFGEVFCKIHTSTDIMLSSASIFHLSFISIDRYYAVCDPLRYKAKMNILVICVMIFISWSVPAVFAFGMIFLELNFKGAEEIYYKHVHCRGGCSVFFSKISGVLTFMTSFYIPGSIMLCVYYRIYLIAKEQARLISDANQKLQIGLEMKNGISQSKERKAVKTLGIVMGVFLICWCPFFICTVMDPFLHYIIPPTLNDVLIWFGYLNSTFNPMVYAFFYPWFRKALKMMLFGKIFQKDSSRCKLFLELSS
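Material: CHO RD-HGA16 cells bearing hTAAR1; compound dosing: one-point dosing, 3 µM nominal final; schedule: dye loading 75 min at 37 °C, then 30 min room temperature; measured by: calcium fluorescence with Fluo-8; control set: vehicle and agonist controls; replication: n of 1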
M5 PAM = potentiates acetylcholine response at human M5 receptor; CHO-K1 hM5, Fluo-8 calcium, ACh EC20 PAM; 0% = ACh EC20, 100% = ACh EC100; 0.3% of 360,000 active; activation, % at 3 µM;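 active means activation above the run cutoff, the mean activation of all test compounds plus 3 SD, cut at about 18% in these data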
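Assay system: CHO-K1 hM5 cells. Also added: acetylcholine at EC20 concentration, added after compound. Dosing: 3 µM, single dose. Times: compound preincubation 140 s before EC20 acetylcholine addition. Signal: Fluo-8 calcium fluorescence. Measure: % activation relative to EC20 and EC100 ACh responses. Repeats: singlicate, one well per test compound.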
TAAR1 ag = agonists of human TAAR1; activation, % at 3 µM; AID 624467; CHO RD-HGA16 TAAR1, Fluo-8 calcium fluorescence; vehicle wells 0%, saturating PEA agonist 100%; 0.99% of 360,000 active;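 active means activation above the mean activation of all test compounds in the run plus 3 SD, cut at about 38% in these data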
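Repeats: no replicates (n 1) | Material: CHO-derived RD-HGA16 cells with stable Gα16 and human TAAR1 | Technique: Kinetic Fluo-8 calcium fluorescence | Schedule: 17-24 h seeding, 75 min 37 °C dye, 30 min RT | Evaluation: % activation from peak over basal fluorescence ratio, DMSO-to-PEA scaled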
M5 antag = CHRM5 antagonism in calcium assay; P08912; CHO-hM5 cells, Fluo-8 calcium fluorescence, ACh EC80; inhibition, % at 3 µM; 0.59% of 360,000 active; AID 624040;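 active means inhibition above a per-plate cutoff, the mean of that plate's test compounds plus 3 SD, cut at about 27% in these data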;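 further: 0% = acetylcholine EC80 with DMSO and 100% = DMSO without agonist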
CRFBP-R2 block = antagonists of CRF-binding protein/CRF-R2 receptor complex. inhibition, % at 11.8 µM. 0.59% of 350,000 active. HEK293 CRF-R2/CRF-BP, CRF-induced calcium fluorescence. AID 588475;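 active means inhibition of the ligand-induced calcium signal above about 50% at the single tested concentration, limit read from the data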
Numbers without * were called inactive; x = not tested or not shown.

compound	M5 ag	CRFBP-R2 agonist	M4 PAM	M1 PAM parental	TAAR1 antag	M5 PAM	TAAR1 ag	M5 antag	CRFBP-R2 block
CCCCN(C(=O)COC(=O)c1nc2nccc(C)n2n1)C1CCS(=O)(=O)C1 (stereo not given)	3	-0.8	1	13	-3	-4	3	4	2
O=C(COc1nsnc1N1CCOCC1)Nc1ccc(Cl)cc1	-1	-1.5	-1	9	12	-8	5	14	8
S=c1[nH]nc(Cc2ccccc2)n1Cc1ccco1	-6	-3.2	-15	8	0	-22	5	33*	-19
Cc1cccc(NC(=O)N(Cc2cc3cc(C)ccc3[nH]c2=O)CC2COCCO2)c1 (stereo not given)	2	-2.0	-5	-2	17	-2	2	9	-9
COCC(=O)N(C)c1nnc(-c2cnc(C)cn2)s1	0	0.4	1	-6	-2	1	2	-2	13
O=C(N/N=C/c1cn[nH]c1-c1ccc(F)cc1)c1ccncc1	0	0.0	0	10	-17	-2	12	2	5
O=C(NCCN1CCN(C(=O)c2ccc([N+](=O)[O-])cc2)CC1)C(=O)NCc1ccccc1	0	-1.4	-1	-4	-13	4	0	1	2
CCc1ccc(N(CC(=O)N2CCCCCC2)S(C)(=O)=O)cc1	4	-0.6	2	19	-2	5	-1	3	12
Cc1[nH][nH]c(=O)c1N=Nc1ccc(Cl)cc1	1	-1.1	1	16	-9	-1	6	-5	-10
COC(=O)c1cc(S(=O)(=O)NCc2ccccc2)c[nH]1	1	-1.9	3	19	-7	0	3	-2	15
CN1CCC(N(C)S(=O)(=O)c2ccc(NC(=O)COc3ccc(Br)cc3Cl)cc2)CC1	-4	3.8	3	7	31	-6	33	5	11
Cc1csc(OCc2ccc(C#N)cc2)n1	1	-1.4	-1	9	-2	-1	1	2	0
O=C1/C(=C\c2ccc(Cl)cc2)CCC1CNc1ccc(Cl)cc1 (stereo not given)	6	9.6	-3	11	-11	4	0	-6	-13
O=C(NCCc1ccc(Cl)cc1)c1nnc(Cc2ccc(Cl)cc2)o1	0	-0.7	5	-7	29	-7	4	2	12
COc1ccc(C(=O)NNC2=NC(C)(C)Cc3cc(C)c(C)cc32)cc1	-3	-0.8	13	3	3	-2	11	0	20
Cc1c(NC(=S)NC(=O)c2cccc([N+](=O)[O-])c2)c(=O)n(-c2ccccc2)n1C	-2	1.8	11	0	-12	6	5	-4	-11
O=C(CSCc1ccc(Cl)cc1)Nc1ccc(O)cc1C(=O)O	10	-0.4	6	-12	-45	4	0	-5	0
CCC1(CC)NC(=O)N(CC(=O)OCC(=O)Nc2ccccc2OC(F)F)C1=O	2	-0.1	3	5	9	5	1	10	5
CCSc1ccc(-c2nn(-c3ccccc3)cc2/C=C(/C#N)C(=O)NCCCOC)cc1	0	1.1	-2	13	7	-8	-1	8	-17
O=C(/C=C/c1ccco1)Nc1cccnc1Cl	1	-0.5	2	-15	-15	5	1	-6	-5
O=C(O)C1CCCCC1C(=O)Nc1ccc(Cl)cc1Cl (stereo not given)	1	-0.2	4	14	1	-1	9	-5	3
COc1ccc(C=NNC(=O)NN=Cc2ccc(OC)c(OC)c2)cc1OC	5	-5.3	-1	12	0	8	4	-11	-5
CNC(=O)c1ccc(NC(=O)c2cc(S(=O)(=O)N3CCOCC3)ccc2N2CCCC2)cc1	-6	0.9	5	5	-3	-2	-1	14	3
CC(c1ccccc1)N1CC(C(=O)N2CCN(Cc3ccc(C#N)cc3)CC2)CC1=O (stereo not given)	2	0.1	3	13	-12	1	1	7	-4
CNC(=O)CSc1cn(CC(=O)N(C(C)C)C(C)C)c2ccccc12	-1	1.4	-3	-10	-34	-6	2	9	-13
Cc1ccc(S(=O)(=O)NNC(=O)c2sc(=S)n(C)c2C)cc1	-3	-2.7	17	24	2	7	2	-2	12
CCOC(=O)c1c(/N=C/C2=C(O)CC(C)(C)CC2=O)sc(C(C)=O)c1C	-1	3.9	-1	25	-5	1	-1	12	-18
O=C(OCc1cn([C@@H]2CN(C(=O)c3cccs3)[C@@H](c3ccc(Cl)cc3)C[C@H]2O)nn1)c1ccccc1	-1	-1.2	8	11	10	-2	2	-1	10
CCOC(=O)CCCSc1nc2sc(C)c(C)c2c(=O)[nH]1	-5	-1.1	-3	7	-21	-1	-2	3	-7
COC(=O)c1ccccc1NC(=O)NN1CCN(C)CC1	-4	-0.9	-3	-6	6	6	-1	-1	-3

compound	M5 ag	CRFBP-R2 agonist	M4 PAM	M1 PAM parental	TAAR1 antag	M5 PAM	TAAR1 ag	M5 antag	CRFBP-R2 block
Cc1cc(C)cc(N2C(=O)CC(n3ccnc3)C2=O)c1 (stereo not given)	0	-0.6	7	0	10	-1	2	6	9
Cc1oc2c(CN3CCOCC3)c(O)ccc2c(=O)c1-c1ccc(Br)cc1	-4	-5.1	-20	-3	-16	-2	-2	-1	4
COC(=O)[C@]12CCCCC=C1N(Cc1ccc3c(c1)OCO3)C(=O)[C@H](CC(=O)N1CCCC1)C2	4	x	-6	x	54*	-14	14	16	x
COc1ccc2nc3c(nc2c1)CCCC3	-4	-1.7	5	12	-13	0	2	4	18
O=C(O)c1ccc(-n2nnnc2SCc2ccccc2F)cc1	2	-1.4	-5	-10	6	-11	1	2	9
COc1ccc(CCNS(=O)(=O)c2ccc(OC)cc2)cc1	-1	1.0	6	0	-1	-7	13	8	10
Cc1nn2c(NCCCN(C)C)c3c(nc2c1-c1ccccc1)CCC3	-4	2.4	-9	14	0	5	7	-9	-17
CCN(CC)CCN(C(=O)c1ccccc1OC)c1nc2ccc(F)cc2s1	-21	2.1	-21	7	-18	3	2	-10	-26
COc1ccc(C(CCO)NC(=O)c2cccs2)cc1OC (stereo not given)	3	4.2	4	-7	-12	4	3	4	-12
Cc1ccccc1-n1ccnc1SCC(=O)Nc1cccc(S(=O)(=O)NC2=NCCC2)c1	3	-1.1	2	6	-17	2	-3	8	2
Oc1ccc(-c2csc(Nc3ncccn3)n2)cc1O	2	-2.7	3	3	3	-8	5	7	-21
COC(=O)CCC(NC(=O)c1cc(-c2ccc3c(c2)OCCO3)oc1C)C(=O)OC (stereo not given)	-6	-0.5	-2	7	9	0	7	-3	7
O=C(CN1C(=O)NC2(CCc3ccccc32)C1=O)c1ccc(Cl)cc1 (stereo not given)	1	0.7	3	18	7	3	3	1	-22
O=C(OCC(=O)N1CCCC1)c1ccccc1OCc1ccccc1	-3	2.1	2	15	3	-8	0	4	2
Clc1ccc(SCc2cn3cccnc3n2)cc1	1	-0.5	-1	0	1	0	7	5	5
Cc1ccc(-c2c(C)sc3nc[nH]c(=O)c23)cc1C	9	-0.5	-3	20	-18	-4	1	-3	-5
O=c1nc2c(-c3ccccc3F)n[nH]n2c2ccccc12	-1	0.6	16	9	2	3	-2	-3	-12
Cc1ccc2[nH]c(=O)c3cc(C(=O)N(C)C4CCCCC4)sc3c2c1	-1	0.6	3	-3	-25	7	4	5	-40
O=C1COc2ccc(S(=O)(=O)NCc3ccccc3)cc2N1	-2	-0.5	-2	-8	4	-3	3	3	0
Cc1cccnc1NC(=O)c1ccc(S(=O)(=O)N2CC(C)OC(C)C2)cc1 (stereo not given)	1	-4.0	0	12	-11	0	1	7	-37
Cn1cccc1C(=O)NS(=O)(=O)c1ccccc1Cl	1	1.7	11	4	5	1	4	4	-42
COc1ccc(CN(C(=O)c2ccc(C)cc2)C2CCS(=O)(=O)C2)cc1 (stereo not given)	-2	0.5	-1	13	-23	4	4	1	64*
O=c1cc(C(F)(F)F)[nH]c(=O)n1C1CCCCC1	0	0.5	-10	-4	-5	-4	5	3	6
Cc1ccc(OCc2nc(-c3cccnc3)no2)cc1C	3	-5.8	-4	7	5	-3	28	5	-9
Cc1ccc(S(=O)(=O)N2CCN(C(=O)c3ccccn3)CC2)c(C)c1	-3	3.3	3	4	-3	7	5	2	-11
CC(=O)c1cc2c(cc1NC(=O)Cn1cnc3ccccc3c1=O)OCO2	4	-1.0	14	9	13	2	-3	8	-7
Cc1oc(-c2ccc(Cl)cc2)nc1CN1CCCC(C(=O)NCCCN2CCCC2=O)C1 (stereo not given)	-2	-3.5	-6	17	-16	-3	-2	4	21
CN(C)CCCN(Cc1ccccc1)C(=S)NCc1ccccc1	-4	-0.2	-6	17	-12	1	10	-7	-4
CCCCC(=O)Nc1nnc(C)s1	-2	-1.5	-4	-6	1	14	6	6	-1
Cc1cc(NC(=O)CSc2nc3ccccc3n2CC(C)C)no1	-2	-1.7	2	-1	5	-2	7	-2	-4

compound	M5 ag	CRFBP-R2 agonist	M4 PAM	M1 PAM parental	TAAR1 antag	M5 PAM	TAAR1 ag	M5 antag	CRFBP-R2 block
CCN(C(=O)COC(=O)CCCOc1ccccc1)c1c(N)n(Cc2ccccc2)c(=O)[nH]c1=O	1	-0.3	8	-13	-13	-1	0	13	-6
Cc1cc2c(=O)[nH]c(N)nc2[nH]1	1	18	10	16	-20	-3	2	4	-13
CC1(C)C2CC=C(/C=N/NC(=O)C(N)=O)C1C2 (stereo not given)	-2	0.8	3	14	-28	5	-1	6	-2
CCOc1ccc(C(=O)COC(=O)CN2C(=O)NC3(CCCCC3C)C2=O)cc1 (stereo not given)	5	0.1	4	4	22	-14	1	21	-7
Cc1ccc(N2CC(C(=O)NNC(=O)c3ccc(F)cc3)CC2=O)cc1 (stereo not given)	-1	-1.2	2	18	8	-7	-2	12	3
O=C1Nc2ccccc2C1=Nc1ccccc1-c1ccccc1	2	-2.3	4	18	-32	9	-2	-8	49
O=C(CSc1nnc2ccccn12)Nc1ncc(Cl)cc1Cl	-3	-2.2	12	25	-9	5	7	0	-12
CN(CC(=O)Nc1ccccc1C(=O)NC1CC1)Cc1ccccc1F	1	-0.6	4	12	-33	-3	3	7	-4
COc1ccc(-c2sc3ccc(N4CCOCC4)cc3c2-c2ccc(OC)c(F)c2)cc1	1	0.5	4	19	-2	-1	1	9	1
COc1ccc(C2CCCN2C(=O)c2cccs2)cc1 (stereo not given)	0	-2.6	12	-6	-15	0	3	0	6
O=C(c1ccc(N2C(=O)C3CCCCC3C2=O)cc1)N1CCCCC1 (stereo not given)	1	1.2	16	10	3	-2	0	3	5

Profiles as entered above. Screens in order: M5 ag | CRFBP-R2 agonist | M4 PAM | M1 PAM parental | TAAR1 antag | M5 PAM | TAAR1 ag | M5 antag | CRFBP-R2 block
O=C(O)C1CCCCC1C(=O)Nc1ccc(Cl)cc1Cl (stereo not given) is listed as 1 | -0.2 | 4 | 14 | 1 | -1 | 9 | -5 | 3
Cc1cccnc1NC(=O)c1ccc(S(=O)(=O)N2CC(C)OC(C)C2)cc1 (stereo not given) is listed as 1 | -4.0 | 0 | 12 | -11 | 0 | 1 | 7 | -37
CCc1ccc(N(CC(=O)N2CCCCCC2)S(C)(=O)=O)cc1 is listed as 4 | -0.6 | 2 | 19 | -2 | 5 | -1 | 3 | 12
CCOC(=O)CCCSc1nc2sc(C)c(C)c2c(=O)[nH]1 is listed as -5 | -1.1 | -3 | 7 | -21 | -1 | -2 | 3 | -7
